Screening data: PubChem, University of Kansas High Throughput Screening Laboratory
Pf apPOL block – Pf-apPOL inhibitors, biochemical, fluorescence; Recombinant Pf-apPOL, molecular beacon fluorescence, 1.5 h; inhibition, % at 10 µM; 210,000 compounds, 0.25% hits
mHTT-CaM PPI inh – mutant huntingtin-calmodulin interaction inhibitors – biochemical, AlphaScreen, primary screen | P42858 | AlphaScreen His-mHTT/GST-CaM binding, luminescence | inhibition, % at 15 µM | 190,000 compounds, 3.6% hits;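 also: 0% = both proteins with DMSO and 100% = one protein alone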
Active calls of the source: *; . = not tested or not shown; & = joins results of further samples. Rule as the data show it: active = inhibition above about 50%; inactive = the rest.

item	Compound	Pf apPOL block	mHTT-CaM PPI inh
1	O=C(Nc1ccc2oc(-c3ccccc3Cl)nc2c1)c1ccccc1[N+](=O)[O-]	-7.6	-4.8
2	CCNC(=O)c1cc2c(=O)n3cccc(C)c3nc2n(CCOCCO)c1=N	-3.9	0.0
3	COc1ccc(C(=O)C[n+]2cccc(Br)c2)cc1	-1.4	-4.0
4	CSc1ccccc1NC(=O)NC1(C(F)(F)F)Oc2ccccc2O1	8.0	2.0
5	COc1cccc(C2=N/C(=C/c3ccc(C(C)(C)C)cc3)C(=O)O2)c1	-3.5	-2.0
6	CCC(=O)N1CCC(c2ccn3ncc(C(=O)N4CCOCC4)c3c2)CC1	1.8	-3.1
7	COc1ccc(Cl)cc1NC(=O)CN(c1ccccc1F)S(C)(=O)=O	28.4	-2.1
8	CCOc1ncccc1CNC(=O)c1ccc2nc[nH]c2c1	2.7	-6.3
9	O=C(CSc1ncc(-c2ccc(Br)cc2)[nH]1)c1ccc([N+](=O)[O-])cc1	-1.1	25.0
10	CC1=C(C(N)=O)C(c2ccc3c(c2)OCO3)n2ncnc2N1 (stereo not drawn)	-9.3	-3.0
11	CCCNC(=O)c1ccccc1NC(=O)Nc1ccccc1C	-9.4	-3.6
12	CC1CC(Nc2ccccc2)c2ccccc2N1C(=O)c1ccccc1[N+](=O)[O-] (stereo not drawn)	-5.2	5.8
13	COc1ncc(C(=O)NCc2cccc(Br)c2)cn1	-3.1	-4.6
14	Cc1sc2ncnc(N3CCCC(C)C3)c2c1C(=O)Nc1ccccc1 (stereo not drawn)	-0.9	2.0
15	COc1ccc(C(=O)N2CCC(c3nc4ccncc4n3CC(C)C)C2)cc1OC (stereo not drawn)	0.0	2.6
16	Cc1ccc(C(=O)Nc2ccc(N3CCN(C(=O)c4ccccc4)CC3)nc2)cc1	-7.4	-1.3
17	COc1ccc(N(CC(=O)Nc2cccc(C)c2)S(=O)(=O)c2ccc(C)c([N+](=O)[O-])c2)cc1	-2.1	7.2
18	CN1C(=O)C2CCCCN2c2ccc(C(=O)NCCN3CCCCC3)cc21 (stereo not drawn)	-0.9	-9.3
19	Nc1nc(SCC(=O)NCc2ccccc2Cl)[nH]c(=O)c1NC(=O)c1ccccc1	0.3	-7.8
20	COc1ccc(C2CC(c3ccc(Br)cc3)=NN2C(=O)CCN2CCCC2)cc1 (stereo not drawn)	-8.3	44.0
21	CC(=O)N1CCCc2cc(CNC(=O)c3cc(F)cc(F)c3)ccc21	1.8	-6.5
22	O=C(NCc1csc(-c2cccs2)n1)C1CCN(S(=O)(=O)c2ccccc2)CC1	6.4	4.5
23	COc1ccccc1CCNC(=O)Cc1cc(-c2ccc(Cl)cc2)on1	-2.9	-3.9
24	COc1ccc(NC(=O)c2oc3ccc(S(=O)(=O)N4CCCC4)cc3c2C)cc1Cl	-10.5	-3.0
25	NC(=O)c1cc(Br)cn(-c2ccccc2)c1=O	-2.2	2.0
26	Cc1ccccc1CC(=O)N1CCC(c2nc(C(=O)N(C)C)c(C)o2)CC1	-4.2	-3.3
27	Cc1cccc(CN(C)C2CCN(C)CC2)c1	-15.0	-3.1
28	Cc1ccc(/C=c2\sc3nc(-c4ccc(OC(C)C)cc4)nn3c2=O)o1	1.6	2.0
29	O=C1Nc2ccccc2C1(O)Cc1ccccn1 (stereo not drawn)	-1.1	.
30	Cc1ccc(OCC(=O)Nc2ccc(F)cc2F)cc1	1.5	-17.3

Reprinted, entries 1 to 3
item	Compound	Pf apPOL block	mHTT-CaM PPI inh
1	O=C(Nc1ccc2oc(-c3ccccc3Cl)nc2c1)c1ccccc1[N+](=O)[O-]	-7.6	-4.8
2	CCNC(=O)c1cc2c(=O)n3cccc(C)c3nc2n(CCOCCO)c1=N	-3.9	0.0
3	COc1ccc(C(=O)C[n+]2cccc(Br)c2)cc1	-1.4	-4.0

The listing picks up; the five compounds before the break are reprinted first.
item	Compound	Pf apPOL block	mHTT-CaM PPI inh
26	Cc1ccccc1CC(=O)N1CCC(c2nc(C(=O)N(C)C)c(C)o2)CC1	-4.2	-3.3
27	Cc1cccc(CN(C)C2CCN(C)CC2)c1	-15.0	-3.1
28	Cc1ccc(/C=c2\sc3nc(-c4ccc(OC(C)C)cc4)nn3c2=O)o1	1.6	2.0
29	O=C1Nc2ccccc2C1(O)Cc1ccccn1 (stereo not drawn)	-1.1	.
30	Cc1ccc(OCC(=O)Nc2ccc(F)cc2F)cc1	1.5	-17.3
31	COc1cccc(C2CC(c3cccc(F)c3)n3nnnc3N2)c1 (stereo not drawn)	-1.8&3.4	-6.0&-1.0
32	Cc1ccc(C)c(S(=O)(=O)NC2CCS(=O)(=O)C2)c1 (stereo not drawn)	1.9	-15.5
33	CC(C)NC(=O)c1ccccc1OCC1CCN(C(=O)c2cc(F)cc(F)c2)CC1	-0.2	0.1
34	COC(=O)C1CN(Cc2cn(CCC3OCCO3)nn2)CCS(=O)(=O)N1Cc1ccc(Cl)cc1 (stereo not drawn)	0.2	-6.4
35	Cc1ccc(C2=N/C(=C\c3cccnc3)C(=O)O2)cc1	-2.5	3.0
36	C[C@H]1CCCN1c1cccc2c1S(=O)(=O)N(C1CC1)CCCO2	-3.2	-6.9
37	COc1cc(C)c(C)cc1S(=O)(=O)N1CCc2ccccc2C1	-0.3	-5.2
38	O=C(COc1ccc(Cl)cc1)NCc1nnc2n1CCCC2	-11.6	-2.8
39	COc1ccc(OC)c(Nc2nc(CC(=O)NCc3ccc4c(c3)OCO4)cs2)c1	-4.3	15.0
40	O=S(=O)(c1cccc(Cl)c1Cl)N1CCOCC1	-1.6	-5.4
41	Cn1nc(-c2ccc(NC(=O)c3ccccc3)cc2)cc1NC(=O)c1ccccc1	-3.9	24.0
42	COc1cc(-c2nc3ncccn3c2Nc2ccc(C)cc2)ccc1O	2.2	9.0
43	CCC(=O)N1CCc2cc(S(=O)(=O)CCC(=O)Nc3cc(Cl)ccc3C)ccc21	0.9	15.0
44	CCOc1cc(/C=C2\C(=O)ON=C2C)cc(Br)c1O	0.9	27.0
45	COc1cc(NCc2cc(I)c(O)c(OC)c2)cc(OC)c1	-3.3	88.8*
46	COc1ccc(C=C2Oc3c(ccc4c3CN(C(C)C)CO4)C2=O)c(OC)c1OC	-11.6	30.7
47	NS(=O)(=O)c1ccc(NC(=O)c2ccc([N+](=O)[O-])cc2)cc1	-3.1	-3.0
48	O=C(c1ccoc1)N1CCCC(c2n[nH]c(C3CC3)n2)C1 (stereo not drawn)	-10.0	1.4
49	CC1(C)CC(=O)C2=C(C1)c1c(ccc3ncccc13)NC2c1ccc(O)c(O)c1 (stereo not drawn)	-0.9	12.0
50	CC(C)C(=O)Nc1ccc(NC(=O)COc2ccccc2Cl)cc1	-1.8	4.2
51	COc1cccc(NC(=O)C2CC(=O)N(c3cccc(C)c3)C2)c1 (stereo not drawn)	1.6	-11.5
52	O=C1CCCC2CCCCN12 (stereo not drawn)	-3.0	-6.6
53	CCCN1CCN(c2ncc3c(n2)CCN(Cc2ccccc2OCC)C3)CC1	1.8	15.1
54	CN(Cc1ccccc1)C(=O)CCC1CCCN(c2cc(NC3CC3)ncn2)C1 (stereo not drawn)	-4.8	23.0
55	COC(=O)C(C#N)=Cc1cccn1CCCn1ccnc1	-0.8&0.1	.
56	CCn1nc(-c2nc(-c3ccc(Cl)cc3)no2)ccc1=O	-5.1	-6.1
57	Cc1ccc(S(=O)(=O)Nc2cccc([N+](=O)[O-])c2)cc1C(N)=O	4.7	-3.2
58	CCc1cccc(N=c2oc3c(C)ncc(CO)c3cc2C(=O)Nc2ccccc2CC)c1	2.8	3.0
59	COCCCNC(=O)C1CCc2sc(C(=O)N3CCCC3)cc2C1 (stereo not drawn)	-3.8	-2.8
60	COC[C@@H]1CCCN1c1cccc2c1S(=O)(=O)N(C1CC1)CCCO2	-1.7	-10.9

Complete entries as entered above:
CCC(=O)N1CCc2cc(S(=O)(=O)CCC(=O)Nc3cc(Cl)ccc3C)ccc21 as listed: Pf apPOL block = 0.9; mHTT-CaM PPI inh = 15.0
Cc1ccc(C2=N/C(=C\c3cccnc3)C(=O)O2)cc1 as listed: Pf apPOL block = -2.5; mHTT-CaM PPI inh = 3.0

Continued.
item	Compound	Pf apPOL block	mHTT-CaM PPI inh
61	C=C(C)COc1ccc2oc(-c3ccc(OC)cc3)c(C(=O)OCC)c2c1	-5.1	-173.3
62	CCC(=O)N1CCc2c(c(C(=O)NCc3ccccc3)nn2C)C1	-4.9	-6.0
63	COC(CNC(=O)c1ccc2c(c1)ncn2-c1cccc(Cl)c1)OC	9.1	5.0
64	CS(=O)(=O)N1CCN(C(=O)C2CCCN(c3ccc(-c4ccc(F)cc4)nn3)C2)CC1 (stereo not drawn)	-7.7	-17.8
65	CN1CCN(C(=O)C2CCN(S(=O)(=O)N3CCC4(CC3)OCCO4)CC2)CC1	-13.1	-8.0
66	O=C(CSc1nc(O)c(Cc2ccccc2)c(=O)[nH]1)Nc1ccccc1	-1.3	-2.8
67	N#CC1C(c2ccc3ccccc3n2)=CN(CC(=O)c2ccc([N+](=O)[O-])cc2)c2ccccc21 (stereo not drawn)	75.4*	32.0
68	Cc1csc2ncc(C(=O)N3CCC(C)CC3)c(=O)n12	-1.9	-3.0
69	COc1ccc(/C=C2\N=C(c3cccc(Cl)c3Cl)OC2=O)cc1	1.9	-1.0
70	CC1=C(C)C(=NS(=O)(=O)c2ccccc2)C=CC1=O	1.0	37.0
71	CC(C)c1ccc(C(=O)NCc2cccnc2)cc1	-7.0	0.4
72	CCCCOC(=O)C1C2C=CC3(CN(Cc4ccc(C)cc4)C(=O)C13)O2 (stereo not drawn)	-3.6	25.1
73	O=C(C1CN(S(=O)(=O)c2cccs2)CC12CCCCC2)N1CCOCC1 (stereo not drawn)	2.1	6.8
74	CC1(C)CNC(=O)c2sc(N3CCOCC3)nc2C1	2.3	-3.0
75	Cc1cc(C2CCCN2C(=O)Cc2ccc(Cl)cc2)on1 (stereo not drawn)	-5.1	-3.0
76	Cc1ccnc(SCCn2c(N(C)Cc3ccccc3)nc3c2c(=O)n(C)c(=O)n3C)n1	2.4	-2.0
77	CCC(=O)Nc1cccc(NC(=O)c2cccc(OC(C)C)c2)c1	2.5	-1.8
78	CC(C)(C)CC(C)(C)NC(=O)c1cnn2c(C(F)(F)F)cc(-c3ccco3)nc12	-4.3	-5.0
79	O=C(NCCCNc1ccc([N+](=O)[O-])cc1Cl)c1ccc(F)cc1	-7.8	2.6
80	Cn1cc(C(=O)c2ccc(Cl)cc2)cc1C=C(C#N)S(=O)(=O)c1ccccc1	-2.4&-5.3	.
81	COc1ccccc1/C=C1/N=C(c2cc(Cl)ccc2OC)OC1=O	-1.2	11.0
82	Nc1ncnc(Nc2ccc(S(=O)(=O)Nc3ncccn3)cc2)c1[N+](=O)[O-]	-2.9	-4.0
83	CCn1c(C2CCN(C(=O)c3cc(F)cc(F)c3)C2)nc2cccnc21 (stereo not drawn)	-5.6	-1.5
84	COc1ccc(-c2nc(-c3ccncc3)no2)cc1OC	-3.3&1.9	5.0&-1.9
85	COc1cc2c(cc1OC)C1CCCCC1OC2c1cc(OC)c(OC)c(OC)c1 (stereo not drawn)	.	4.3
86	COc1ccc(Cl)cc1NC(=O)Cn1cnc2ccccc2c1=O	-8.8	-5.4
87	CCOc1ccccc1C(=O)Nc1c2c(nn1-c1cccc(Cl)c1)CSC2	-3.4	0.0
88	CCC(C)NC(=O)c1ccc(-c2cccc(F)c2)nc1 (stereo not drawn)	-3.2	-11.3
89	CC(C)(C)c1cc(Br)ccc1OCC(=O)O	0.6	1.2
90	COC(=O)c1ccc(NC(=O)C(=O)NCC(c2ccco2)N2CCc3ccccc32)cc1 (stereo not drawn)	-4.8	-1.2
91	COc1ccc(Cl)cc1C(=O)N1CCC(c2nc3ccncc3n2C)C1 (stereo not drawn)	-9.9	-1.2
92	OC(CN1CCN(c2c(Cl)cncc2Cl)CC1)C(F)(F)F (stereo not drawn)	-10.3	.
93	O=C1CCCC2=C1C(c1cccnc1)n1nc(SCc3ccccc3Cl)nc1N2 (stereo not drawn)	-3.3	5.0
94	COc1cccc(CC(=O)N2CC3CC(NS(C)(=O)=O)C2C3)c1 (stereo not drawn)	-3.9	4.2
95	CCOC(CN(c1ccc(F)cc1)S(=O)(=O)c1ccc(F)cc1F)OCC	-1.9&-10.0	.
96	c1coc(CN2CCCCC2c2nncn2CC2CC2)c1 (stereo not drawn)	-2.1	5.5
97	CN(C(=O)c1ccc(S(=O)(=O)c2ccccc2Cl)c([N+](=O)[O-])c1)C1CCCCC1	-4.6	37.0
98	CC(=O)N1CCCN(C2=NS(=O)(=O)C(c3ccc(C)c(C)c3)=C2C)CC1	-1.6	3.2
99	COc1cccc(NC(=O)c2ccc(Cl)cc2[N+](=O)[O-])c1	-4.0	6.3
100	O=C(NCc1ccc2c(c1)OCO2)C1CCN(c2cc(N3CCCCC3)ncn2)CC1	-4.7	-3.5
101	Cn1nnc2c(N3CCN(S(=O)(=O)c4cccs4)CC3)ncnc21	-3.7	-9.1
102	CCN(CC)C(=O)C1CCN(c2nc3ccc(-c4ccccc4F)nc3s2)CC1	-0.3	37.3
103	O=C(NCc1ccco1)c1cc2c(s1)CCN(C(=O)c1ccccc1)C2	-7.8	10.4
104	CCc1noc(C2(NC(=O)c3nccc4ccccc34)CCCCC2)n1	-5.0	-7.3
105	CC1CC(=O)Nc2ccccc2N1S(=O)(=O)c1cn(C)cn1 (stereo not drawn)	3.3	.
106	COc1ccc(-c2nc3sc4c(c3c(=O)[nH]2)CCCC4)cc1	3.2	3.5
107	CS(=O)(=O)N1CCCC(C(=O)Nc2nc3cc4c(cc3s2)OCCO4)C1 (stereo not drawn)	-1.7	3.5
108	COc1ccccc1OCC(=O)NCc1ccsc1	-9.6	-16.2
109	CCCn1c(C(O)c2cccc3c2OCO3)nc2ccccc21 (stereo not drawn)	5.1	3.0
110	CCOc1ccc(NC(=O)N2CCCC2c2cc(C)no2)cc1 (stereo not drawn)	-1.8	-3.2

Look-ups from above.
In mHTT-CaM PPI inh, cpd 70 shows 37.0
In mHTT-CaM PPI inh, cpd 2 shows 0.0
